# Mdm2 ligase inh = MDM2-luciferase reporter signal enhancers, primary screen, MDM2 E3 ligase inhibitor project, cell-based, luminescence, 1536-well; E3 ubiquitin-protein ligase Mdm2 (Homo sapiens), Q00987; cell-based MDM2 ubiquitination luciferase reporter, 2 h; 0 = plate control, 100 = twice control, blank-subtracted; signal enhancement, % at 5 µM; 210,000 compounds, 0.11% hits; AID 1230, 2008;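 active = signal enhancement of 30% or more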;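 note: luminescence tracks abundance of the self-degrading MDM2-luciferase fusion protein; higher signal means inhibition of MDM2 E3 ligase activity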
#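 Test system: mammalian cells stably expressing self-ubiquitinating, self-degrading MDM2 E3–luciferase fusion; Amount: 2000 cells in each well; Medium: DMEM; Schedule: 4 h settle plus 2 h compound, 37 °C; Technique: SteadyLite luciferase luminescence after 15 min room-temperature reagent incubation; Benchmarks: plate control and blank wells.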
# Calpain2 inh = inhibitors of pig calpain II, primary screen, biochemical, fluorogenic peptide substrate, 1536-well. inhibition, % at 16 µM. AID 1236, 2008. purified calpain II, 30 min. 220,000 compounds, 0.37% hits;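 active = inhibition above about 50%, limit read from the data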
# eIF4E 4G PPI = eIF4E–eIF4G protein interaction inhibitors, primary screen, biochemical, uHTS, TR-FRET, eIF4GI fragment | inhibition, % at 21.7 µM | AID 782, 2007 | 220,000 compounds, 0.37% hits | Eukaryotic translation initiation factor 4E (Mus musculus) + Eukaryotic translation … | TR-FRET eIF4E-eIF4GI(517-606) binding, 2 h;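 active = inhibition above about 30%, limit read from the data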;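 note: 0% = full FRET control wells and 100% = background wells lacking eIF4GI fragment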
# Rad51 HR inh = human RAD51 strand exchange inhibitors, primary screen, biochemical, fluorescence | 200,000 compounds, 0.085% hits | DNA repair protein RAD51 homolog 1 (Homo sapiens), Q06609 | inhibition, % at 10 µM | hRad51 DNA strand exchange, fluorescence dequenching;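 active = inhibition above 40% at the single screening dose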;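 note: 0% = DMSO control wells and 100% = blanks with heterologous ssDNA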
#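 Material: hRad51 filaments on single-stranded DNA; Reagent: Donor/quencher-labelled 47-bp dsDNA substrate; Compound: 10 µM final, single point; Schedule: 37 °C 15-min filament assembly, 30-min compound preincubation, 15-min exchange; Technique: FRET fluorescence, excitation 485 nm, emission 520 nm; Benchmarks: control wells and blank wells on each plate.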
# PERK inhibitor = block of dimerizer-induced PERK translation repression, primary screen, PERK inhibitor project, CHO PERK-DD cells, SEAP luminescence, HTS; Eukaryotic translation initiation factor 2-alpha kinase 3 (Homo sapiens), Q9NZJ5; inhibition, % at 5.6 µM; 220,000 compounds, 0.17% hits; CHO PERK-DD fusion, SEAP luminescence translation reporter;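 active = inhibition above the mean inhibition of all tested compounds plus 3 SD, set separately per screening campaign, cut at about 2.9% in these data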;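 note: PERK kinase domain activated by AP20187 dimerizer at 100 nM; 0% = DMSO with dimerizer and 100% = rapamycin at 8.4 µM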
# Target sequence (Q9NZJ5 whole entry, looked up, the tested form may be a part): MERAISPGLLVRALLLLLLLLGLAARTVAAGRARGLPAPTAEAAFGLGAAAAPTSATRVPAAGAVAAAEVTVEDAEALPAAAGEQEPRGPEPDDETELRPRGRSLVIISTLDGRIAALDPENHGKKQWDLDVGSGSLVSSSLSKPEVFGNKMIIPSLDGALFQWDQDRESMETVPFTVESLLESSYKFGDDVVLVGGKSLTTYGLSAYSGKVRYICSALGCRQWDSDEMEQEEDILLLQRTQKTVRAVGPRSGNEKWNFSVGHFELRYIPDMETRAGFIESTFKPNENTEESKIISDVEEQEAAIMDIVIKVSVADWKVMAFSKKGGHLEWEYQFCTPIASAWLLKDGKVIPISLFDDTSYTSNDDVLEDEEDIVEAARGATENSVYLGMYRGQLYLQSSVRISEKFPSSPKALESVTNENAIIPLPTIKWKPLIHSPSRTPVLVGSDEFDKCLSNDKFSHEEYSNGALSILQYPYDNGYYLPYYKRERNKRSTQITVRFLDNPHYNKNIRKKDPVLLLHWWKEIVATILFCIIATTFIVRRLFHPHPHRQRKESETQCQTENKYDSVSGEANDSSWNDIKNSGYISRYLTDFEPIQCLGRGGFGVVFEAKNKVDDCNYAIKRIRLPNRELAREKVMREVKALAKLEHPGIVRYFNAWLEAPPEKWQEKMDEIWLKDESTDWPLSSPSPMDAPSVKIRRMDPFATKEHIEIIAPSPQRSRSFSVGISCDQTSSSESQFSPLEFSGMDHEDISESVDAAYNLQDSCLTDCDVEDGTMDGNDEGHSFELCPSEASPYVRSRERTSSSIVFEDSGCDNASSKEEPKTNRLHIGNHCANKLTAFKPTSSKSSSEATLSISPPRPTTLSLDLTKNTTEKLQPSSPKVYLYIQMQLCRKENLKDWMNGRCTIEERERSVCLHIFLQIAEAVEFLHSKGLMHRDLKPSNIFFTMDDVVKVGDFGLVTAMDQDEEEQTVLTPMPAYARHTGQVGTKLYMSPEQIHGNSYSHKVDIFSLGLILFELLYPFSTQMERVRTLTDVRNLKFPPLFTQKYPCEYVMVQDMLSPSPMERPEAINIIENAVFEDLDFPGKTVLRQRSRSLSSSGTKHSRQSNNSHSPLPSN
# zVAD death inh = inhibitors of zVAD-triggered necroptosis, primary screen, L929 cells; L929 zVAD necroptosis rescue, ATP luminescence, 24 h; with zVAD 60 µM; viability rescue, % at 10 µM; 220,000 compounds, 0.38% hits; AID 1377, 2008;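 active = activation, scaled between plate controls, above about 75%, limit read from the data; inactive = activation under that limit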;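 note: 0% = zVAD with DMSO and 100% = DMSO alone without zVAD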
# TNF death inh = inhibitors of TNF-alpha triggered necroptosis, primary screen, cell-based, Jurkat FADD-/-, single concentration. activation (protection from cell death), % at 10 µM. 220,000 compounds, 0.068% hits. AID 463075, 2010. Jurkat FADD-/- TNF necroptosis rescue, ATP luminescence, 24 h; 0 = TNF only, 100 = no-TNF cells;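 active = activation, meaning protection from cell death, of at least 50% relative to plate controls; inactive = activation below 50%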;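 note: necroptosis triggered by 40 ng/mL TNF-alpha added together with compound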
# Cl transport mod = KCC2 cotransporter modulators, thallium flux, primary screen, cell-based, HEK293 KCC2, FluoZin-2 fluorescence, MLSMR | Solute carrier family 12 member 5 (Homo sapiens), Q9H2X9 | KCC2 cells, thallium flux FluoZin-2 fluorescence | B-score of Tl+ flux slope (higher = more flux/activation; lower = inhibition) at 10 µM | 190,000 compounds, 2.2% hits | AID 1456, 2008;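 active = thallium flux slope and its plate-corrected score both differing from the plate sample mean at a set confidence after two filtering rounds, in either direction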;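 note: slope of fluorescence scaled to starting intensity during 10 to 20 s after thallium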
# EBV gp42 inh = Epstein-Barr virus gp42 inhibitors, primary screen, biochemical, uHTS, fluorescence polarization. Glycoprotein 42 (Epstein-Barr virus (strain AG876)), Q1HVG2. Fluorescence polarization binding assay, mP read-out. inhibition, % (tested at 21.74 µM). 220,000 compounds, 0.42% hits. AID 1085, 2008; in the data active = inhibition above about 50%
# Numbers without * were called inactive; i = inactive; . = not tested or not shown; [ ] = dose if it differs, or a comment.
SMILES,Mdm2 ligase inh,Calpain2 inh,eIF4E 4G PPI,Rad51 HR inh,PERK inhibitor,zVAD death inh,TNF death inh,Cl transport mod,EBV gp42 inh
O=C(c1nc2ccccn2c1CNCCCn1nnc2ccccc21)N1CCOCC1,1,23,-2,-4,-0.8,-0.1,2.1,.,0
COc1ccc(NC(=O)C2CCCN(S(=O)(=O)c3ccc4c(c3)oc(=O)n4C)C2)c(OC)c1 (configuration not stated),-7,-28,-2,-8,-0.4,0.5,0.5,.,-9
COc1cc(OC)c(OC)cc1CN1CCCC(C(=O)c2ccccc2SC)C1 (configuration not stated),-14,-3,0,-12,-0.2,-0.8,2.0,.,-16
CC1(C)CCCN(C(=O)c2ccc3c(c2NCCO)C(=O)c2ccccc2C3=O)C1,-11,9,6,.,-0.3,.,-5.1,-1.4,-2
c1csc(-c2nc3nc4ccccc4nc3n2Cc2ccc3c(c2)OCO3)c1,12,-9,-11[fluorescence artefact?],4,0.1,0.8,-3.1,1.8,-15
c1ccc(-n2nnnc2SCc2cccc(CSc3nnnn3-c3ccccc3)n2)cc1,.,20,-1,-1,0.1,1.3,-2.7,.,-19
O=Cc1cccn1Cc1ccc(Cl)cc1Cl,-31,10,-5,6,-0.3,-1.0,-0.9,0.51,2
CC(C)(Oc1ccc(Cl)cc1)C(=O)NCc1ccc(S(N)(=O)=O)cc1,-2,8,10,0,-0.2,0.5,0.5,0.043,8
O=C(CN1C(=O)/C(=C\c2cccs2)SC1=S)Nc1cccc(C(=O)O)c1,-20,30,4,5,0.1,0.6,-1.6,.,-14
O=C1CC(c2ccccc2Cl)CC(O)=C1C=Nc1ccccc1 (configuration not stated),-4,-16,9[fluorescence artefact?],0,-0.8,-0.1,-0.2,-0.16,-2
CSc1ccc(CNc2cccc3ccccc23)cc1,-14,-111,7,-4,0.8,0.3,-1.0,-0.6,-20
Cc1ccc(N(CC(=O)Nc2cccc(C)c2)S(=O)(=O)c2cccc3nonc23)cc1,-16,47,0[fluorescence artefact?],-5,-0.6,0.1,-3.3,.,-17
CC1(C)OC(=O)C(=CNn2cnc3ccccc3c2=O)C(=O)O1,-16,-24,11[fluorescence artefact?],1,1.7,0.1,0.4,0.4,-17
Cc1ccccc1Cn1ccc(NC(=O)c2onc(C)c2Cl)n1,-57,21,-1,1,0.0,0.5,2.7,-1.7,-11
COC(=O)Cc1ccc(NC(=O)C(c2ccccc2)c2ccccc2)cc1,6,36,3,-7,-0.1,.,2.8,0.77,10
CCn1nnnc1SCC(=O)NCc1ccco1,11,-23,0[fluorescence artefact?],-2,1.1,-0.3,-4.3,0.47,-21
O=[N+]([O-])c1cc(-n2cnnn2)ccc1N1CCC(Cc2ccccc2)CC1,-13,33,-15,1,0.0,-0.1,-6.7,-0.85,-1
Cc1ccc(-n2c(N)c(-c3nc4ccccc4n3C)sc2=S)cc1,2,-58,-5,-6,0.5,0.5,-1.0,.,-6
CN(CCc1ccccn1)C(=O)Nc1ccc(Cl)cc1,-8,9,-1,-1,-1.7,0.3,2.7,.,-9
COc1ccc([N+](=O)[O-])cc1N(CC(O)CN(CC(C)C)CC(C)C)S(=O)(=O)c1ccccc1 (configuration not stated),-14,14,5,.,-0.4,-0.2,-4.0,.,-29
COc1ccc(NC(=O)N2CCN(c3nc(-c4cccc(OC)c4)cs3)CC2)cc1,-20,5,0,1,-1.4,0.1,0.1,-0.75,-15
COc1ccc2nc(N3CCC(O)CC3)c(C#N)cc2c1,-15,i,-4[fluorescence artefact?],-1,1.6,1.2,-6.9,-0.041,46
Cc1onc(-c2ccccc2Cl)c1C(=O)Nc1ccc(CN2CCCC2)cc1,2,-5,-3,2,-1.0,-0.5,-1.1,.,-15
O=C(CSc1ccc(Br)c2cccc(Cl)c12)Nc1ccc(S(=O)(=O)Nc2nccs2)cc1,-7,-40,-10,-24,0.0,-0.6,1.0,0.84,-3
CCc1ccc2oc(-c3cc(N)ccc3O)nc2c1,-79,-50,1,3,0.7,1.1,-13,.,4

# Later entries:
SMILES,Mdm2 ligase inh,Calpain2 inh,eIF4E 4G PPI,Rad51 HR inh,PERK inhibitor,zVAD death inh,TNF death inh,Cl transport mod,EBV gp42 inh
CC1CCCCN1C(=O)COc1ccc(NC(=O)c2ccco2)cc1 (configuration not stated),5,3,-9,2,0.6,0.4,-1.0,0.72,-5
Cc1ccc(NC(=O)CC2S/C(=N/N=C/C=C/c3ccccc3)NC2=O)cc1Cl (configuration not stated),-10,21,2[fluorescence artefact?],5,-0.7,2.2,0.7,0.38,-4
CC1CN(Cc2nc3c(c(=O)n(C)c(=O)n3C)n2CC(=O)c2ccccc2)CC(C)O1 (configuration not stated),9,0,-1[fluorescence artefact?],-3,-1.9,0.5,1.0,1.1,-10
CCC1CCCCN1CC(=O)c1c(C)[nH]c2ccccc12 (configuration not stated),-10,-8,-16,-2,-0.8,-0.1,-2.3,.,-30
CCOC(=O)C1CCN(C(=O)Nc2ccc3snnc3c2)CC1,-1,-25,1,-5,0.2,0.7,-1.1,0.025,-14
CN(C)CCNC(=O)c1ccc(-c2nn(C)c(=O)c3ccccc23)cc1,-19,4,-5,2,-0.7,0.9,1.4,1.2,-10
COc1cc([N+](=O)[O-])cc2sc(NC(=O)c3c(F)cccc3F)nc12,-6,10,6,21,1.0,1.4,2.0,-0.067,6
CCCCN1CN(Cc2ccccc2)CNC1=S,-4,-2,0,4,0.5,-1.2,-0.3,-1.4,-6
COC(=O)C1=C(C)NC2=C(C(=O)CC(C)(C)C2)C1c1ccccn1 (configuration not stated),1,-324,4[fluorescence artefact?],-14,0.4,-0.5,-1.8,1.1,-6
CC(=O)OCC1=C(C(=O)O)N2C(=O)C(NC(=O)CCn3nc(C)c(Cl)c3C)C2SC1 (configuration not stated),-27,-12,1,.,0.8,0.6,0.6,1.2,-7
O=c1cc(-c2cccc(Cl)c2)oc2cccc(O)c12,18,-2,-1,4,.,0.7,-0.9,0.013,-14
C=CCNc1nnc(Sc2ncccc2[N+](=O)[O-])s1,-5,34,-2,-2,-0.4,-0.1,-2.9,-0.62,-7
COc1ccc(OC)c(S(=O)(=O)N2CCC(C(=O)Nc3cc(C)ccc3C)CC2)c1,25,5,4,12,-0.6,0.3,-1.8,-0.36,-6
COc1ccccc1-c1nnc(SCC(=O)O)n1-c1ccc(C)cc1,-14,-15,-3,3,0.7,2.2,0.1,0.19,-6
O=C(c1ncc[nH]1)c1cccs1,-10,16,9,2,1.3,-0.4,0.9,1.2,2
CCOC(=O)Cn1nc(C)c(NC(=O)c2ccc([N+](=O)[O-])c(C)c2)c1C,-20,8,5,19,-0.7,-0.6,-0.2,1.5,-5
Cc1ccc(S(=O)(=O)NCCCn2ccnc2)cc1,-8,-8,-1,.,0.8,-0.2,0.7,-0.21,-13
CCN(CC)S(=O)(=O)c1ccc(OCC(=O)NC2CCS(=O)(=O)C2)c([N+](=O)[O-])c1 (configuration not stated),-8,-18,0,-1,-0.2,1.9,1.3,-0.98,-14
Cc1cccc2nc(CSc3ncccc3C(=O)O)cn12,-3,24,-3,-9,1.3,0.5,0.7,2.1,-5
COCCN1C(=O)C(=O)/C(=C(/O)c2ccc(S(=O)(=O)N3CCOCC3)cc2)C1c1ccc(C(C)C)cc1 (configuration not stated),-3,-7,-2,-8,2.6,0.9,-1.9,.,-5
COc1ccc(C(C)(C)C)cc1NC(=O)CCCn1c(=O)oc2ccccc21,-5,15,1,2,0.2,1.0,6.1,-2,-14
CCCOC(=O)C1[C@H]2C(=O)N(Cc3ccco3)C[C@]23C=C[C@H]1O3 (some centres not stated),-4,-190,-9,3,1.1,-1.1,-0.9,0.45,-15
Cc1c(C(=O)Nc2ccc(Cl)cn2)oc2ccccc12,-15,-4,-3,4,0.5,0.6,-0.4,1.8,-3
CCOc1ccc2nc(CN3CCN(Cc4ccsc4)C(CCO)C3)ccc2c1 (configuration not stated),4,-34,-2,5,0.5,-1.2,1.3,-0.78,-11
COC(=O)c1cnc(Oc2ccc(NC(=O)NC(=O)c3ccccc3Cl)cc2)cc1C(F)(F)F,-10,-4,2,-5,-0.1,1.4,-6.6,1,-12
Cc1cccc(NC(=S)NC(=O)CCc2ccccc2)c1C,0,10,-12,1,0.0,0.5,-1.2,-0.41,-10
COc1ccc(C(C)=O)cc1COc1nc(C)nc2ccccc12,-16,0,1,-3,-0.1,-0.7,-1.0,-0.62,6
C/C(=N\NC(=O)OC(C)(C)C)c1cccc([N+](=O)[O-])c1,-14,11,-1,-3,0.6,0.5,3.1,-0.075,-9

# Structures listed so far with an aryl thioether with sulfur outside any ring (8):
SMILES,Mdm2 ligase inh,Calpain2 inh,eIF4E 4G PPI,Rad51 HR inh,PERK inhibitor,zVAD death inh,TNF death inh,Cl transport mod,EBV gp42 inh
COc1cc(OC)c(OC)cc1CN1CCCC(C(=O)c2ccccc2SC)C1 (configuration not stated),-14,-3,0,-12,-0.2,-0.8,2.0,.,-16
c1ccc(-n2nnnc2SCc2cccc(CSc3nnnn3-c3ccccc3)n2)cc1,.,20,-1,-1,0.1,1.3,-2.7,.,-19
CSc1ccc(CNc2cccc3ccccc23)cc1,-14,-111,7,-4,0.8,0.3,-1.0,-0.6,-20
CCn1nnnc1SCC(=O)NCc1ccco1,11,-23,0[fluorescence artefact?],-2,1.1,-0.3,-4.3,0.47,-21
O=C(CSc1ccc(Br)c2cccc(Cl)c12)Nc1ccc(S(=O)(=O)Nc2nccs2)cc1,-7,-40,-10,-24,0.0,-0.6,1.0,0.84,-3
C=CCNc1nnc(Sc2ncccc2[N+](=O)[O-])s1,-5,34,-2,-2,-0.4,-0.1,-2.9,-0.62,-7
COc1ccccc1-c1nnc(SCC(=O)O)n1-c1ccc(C)cc1,-14,-15,-3,3,0.7,2.2,0.1,0.19,-6
Cc1cccc2nc(CSc3ncccc3C(=O)O)cn12,-3,24,-3,-9,1.3,0.5,0.7,2.1,-5

# Compound activity as filed in PubChem BioAssay.
